ARFGAP1 inh: rat ARFGAP1 inhibition; Arfgap1-stimulated ARF1 GTP hydrolysis, GDP FP detection; inhibition, % at 16.5 µM; actives 0.26% (n = 360,000); AID 651572;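 active = inhibition above a per-plate limit, mean inhibition of low control wells plus 3 SD, cut at about 25% in these data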;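 also: 0% = DMSO wells with enzyme and 100% = wells lacking Arfgap1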
Target sequence (Q62848 1-136 limits assumed): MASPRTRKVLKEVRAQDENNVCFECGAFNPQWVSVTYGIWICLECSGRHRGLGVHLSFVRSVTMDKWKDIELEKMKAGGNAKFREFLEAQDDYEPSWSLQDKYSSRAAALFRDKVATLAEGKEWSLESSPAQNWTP
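System: truncated rat Arfgap1 GAP domain / Benchmarks: high control wells lacking Arfgap1, low control full reaction with DMSO / Times: compound-enzyme preincubation 20 min, reaction 120 min, detection 60 min, 25 °C / Repeats: one replicate per compound / Also added: human ARF1(Δ1-17)-GTP substrate / Measured by: Tracer-displacement fluorescence polarization with EDTA stop, 620/688 nm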
ASAP1 inh: blocks human ASAP1-stimulated Arf1 GTP hydrolysis; Q9ULH1; inhibition, % at 16.5 µM; actives 0.19% (n = 360,000); GDP FP detection; AID 624377; in the data active = inhibition above about 25%;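 also: 0% = vehicle with enzyme and substrate and 100% = no enzyme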
Target sequence (Q9ULH1 325-724 limits assumed): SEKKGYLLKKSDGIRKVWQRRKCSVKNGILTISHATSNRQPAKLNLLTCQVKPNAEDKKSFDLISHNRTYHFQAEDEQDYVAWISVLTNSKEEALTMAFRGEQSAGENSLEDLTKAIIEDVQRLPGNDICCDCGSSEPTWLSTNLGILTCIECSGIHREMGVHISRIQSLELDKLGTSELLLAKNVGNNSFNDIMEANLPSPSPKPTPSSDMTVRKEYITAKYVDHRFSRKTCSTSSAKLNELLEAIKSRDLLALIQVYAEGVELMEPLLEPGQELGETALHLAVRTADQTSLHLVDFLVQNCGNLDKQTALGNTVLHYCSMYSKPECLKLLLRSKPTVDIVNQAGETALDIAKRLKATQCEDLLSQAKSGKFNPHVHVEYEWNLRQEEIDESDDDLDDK
GC-A act: GC-A (human) enzyme activation; P16066; HEK293 GC-A cells, cGMP TR-FRET, EC30 ANP; 0% at EC30 ANP, 100% saturating ANP; activation, % at 10 µM; actives 0.14% (n = 370,000); in the data active = activation above about 40%
mABHD4 FP: inhibitors of mouse ABHD4. inhibition, % at 8.92 µM. purified mABHD4, FP-Rh probe fluorescence polarization. actives 0.54% (n = 370,000). AID 720543. Q8VD66;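 active = inhibition exceeding the mean over every tested compound plus 3 SD, cut at about 30% in these data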;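 also: 0% = plate median of compound wells and 100% = S159A mutant with DMSO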
Target sequence (Q8VD66 whole entry, looked up): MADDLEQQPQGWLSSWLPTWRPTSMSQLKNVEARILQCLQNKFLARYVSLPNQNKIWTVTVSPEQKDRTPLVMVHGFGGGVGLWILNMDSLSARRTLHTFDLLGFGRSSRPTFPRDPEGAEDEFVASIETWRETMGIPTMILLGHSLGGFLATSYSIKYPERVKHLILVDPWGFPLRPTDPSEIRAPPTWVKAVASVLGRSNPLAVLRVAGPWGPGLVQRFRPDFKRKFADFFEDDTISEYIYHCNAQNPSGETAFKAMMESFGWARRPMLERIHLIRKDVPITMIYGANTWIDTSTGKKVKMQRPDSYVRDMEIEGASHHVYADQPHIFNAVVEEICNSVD
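Test system: mouse ABHD4 enzyme, wild type. Reagent: FP-Rh fluorescent activity-based probe, added after compound pre-incubation. Timing: pre-incubation 45 min, probe exposure 60 min, at 25 °C. Technique: FP readout, ex 525 nm / em 598 nm. Benchmarks: high control S159A mutant with DMSO, low control median of compound wells.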
Rev-erbA mod: modulators of human Rev-erb alpha DNA binding; P20393; Rev-erbα–FITC-DNA binding, fluorescence polarization, 90 min; activity, % at 10 µM; actives 0.79% (n = 370,000);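 active = activity above about 14%, limit read from the data; passing the limit was not always enough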;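 also: 0% = DMSO wells with 35 nM protein and 100% = DMSO wells with 750 nM protein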
PG9 Ab binder: small molecules binding HIV-1 gp120 antibody PG9; TR-FRET gp120-PG9 antibody binding; inhibition, % at 6.7 µM; actives 0.43% (n = 360,000); AID 624416; in the data active = inhibition above about 8.5%
NPR2 activator: GC-B (human) receptor activation | HEK293-GC-B cells, CNP EC30, cGMP TR-FRET; 0% at EC30 CNP, 100% saturating CNP | P20594 | actives 0.11% (n = 370,000) | activation, % at 10 µM;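 active = activation at 10 µM reaching about 35% in either raw or pattern-adjusted values, limit read from the data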
rCAG RNA binder: r(CAG) repeat RNA binding. TO-PRO-1 dye displacement fluorescence. inhibition, % at 3 µM. actives 1.3% (n = 370,000). AID 651821;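 active = inhibition above the plate cutoff, the mean of all test compounds on that plate plus 3 SD, cut at about 35% in these data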;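 also: 0% = DMSO alone and 100% = 100 µM mitoxantrone as full dye displacement; higher means more dye released from RNA so lower well fluorescence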
HTRA1 inh: inhibitors of human serine peptidase HTRA1; recombinant HTRA1, FP-rhodamine activity-based probe, fluorescence polarization; inhibition, % at 5.96 µM; actives 0.5% (n = 340,000); in the data active = inhibition above about 36%;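 also: 0% = enzyme with DMSO and 100% = wells lacking enzyme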
SMARCA2 activ: SMARCA2 function activation, primary screen; MG213 cells, MMTV-luciferase reporter, dexamethasone, overnight; activation, % at 9.1 µM; actives 1% (n = 370,000); in the data active = activation above about 7.8%;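 also: 0% = vehicle wells and 100% = reference activator wells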
* = called active by the depositor; . = no result given.

SMILES	ARFGAP1 inh	ASAP1 inh	GC-A act	mABHD4 FP	Rev-erbA mod	PG9 Ab binder	NPR2 activator	rCAG RNA binder	HTRA1 inh	SMARCA2 activ
O=C(N/N=C/c1ccc(OCCCF)cc1)c1ccc(C(F)(F)F)cc1	-13	6	-3	-2	3	-0.3	-9	-6	3	-1
N/C(CC1CC1(Cl)Cl)=N\OC(=O)c1ccccc1 (centres undefined)	-6	1	-1	-2	-1	0.8	1	-5	6	0
CCC(C)(C)NC(=O)CN(CCc1cccc(C)c1)C(=O)c1csnn1	7	6	2	-2	1	0.4	3	-9	1	0
CC(=O)Nc1ccc(S(=O)(=O)N/N=C/c2ccc(C)s2)cc1	-19	-6	1	-7	5	-4.0	-5	1	6	4
CCCn1c2ccccc2c2nnc(SCC(=O)Nc3nnc(CC(=O)OCC)s3)nc21	1	2	-1	6	0	-2.8	9	5	-8	1
COc1ccc(C2CC(O)(c3ccccc3)Oc3cc(OC)c(OC)c(OC)c32)cc1 (centres undefined)	10	-19	-2	-1	-2	-1.6	-4	-4	-11	1
O=C(CCl)N(CCc1ccccc1)CCc1ccccc1	8	3	-17	7	-2	-3.3	-1	-4	-6	-8
O=C(Nc1ccc(NC(=O)c2ccco2)nc1)c1ccco1	10	5	-4	1	0	-0.4	-3	-1	0	5
Cc1cc(C)cc(OCC(=O)NCCc2nc3ccccc3[nH]2)c1	-1	8	0	1	4	0.9	-5	-3	-4	0
CCOC(=O)c1c(C)[nH]c(C(=O)CSc2nccc(C)n2)c1C	-6	-4	-1	2	9	22*	-3	-1	2	1
COC(=O)c1cc(=O)nc(NN=C(C)C)s1	-9	-2	6	-1	7	-4.1	-1	5	.	1
CC(Oc1ccc2ccc(=O)oc2c1)C(=O)NC1CC(C)(C)NC(C)(C)C1 (centres undefined)	13	-2	1	-9	11	-1.2	1	0	-1	-2
CCOC(=O)C(=O)/C(C#N)=C/Nc1ccccc1	6	-13	3	2	-2	0.8	0	-1	1	1
c1ccc(Cn2ncc3c(N4CCN(c5ccccc5)CC4)ncnc32)cc1	7	9	4	0	-5	1.2	12	1	.	-4
COc1ccc(NC(=O)c2cc([N+](=O)[O-])ccc2O)cc1	-6	0	-1	3	1	0.1	4	11	-1	-8
COC(=O)c1ccc(N2CCOCC2)c(NC(=O)c2ccc3c(c2)OCCO3)c1	6	-6	1	3	-5	1.0	5	-1	2	-3
CCOC(=O)c1sc(=NC(=O)c2cccc(OC)c2)n(C)c1C	7	-8	-2	1	6	-4.3	0	1	-4	4
Cc1ccc(Cn2nnc3c2-c2ccccc2S(=O)(=O)N(C)C3)cc1	.	.	-3	2	0	.	8	2	.	-6
CC1SCC(=O)N(CC(=O)NCCc2ccccc2)C1=O (centres undefined)	5	8	4	4	2	1.7	2	3	-2	8
CC(C(=O)Nc1ccc2c(c1)OCO2)N(C)CC(=O)Nc1ccccc1Cl (centres undefined)	3	6	2	-3	2	0.0	6	-1	2	-3

Given with bars between the fields: three of the compounds above.
Structure | ARFGAP1 inh | ASAP1 inh | GC-A act | mABHD4 FP | Rev-erbA mod | PG9 Ab binder | NPR2 activator | rCAG RNA binder | HTRA1 inh | SMARCA2 activ
COc1ccc(NC(=O)c2cc([N+](=O)[O-])ccc2O)cc1 | -6 | 0 | -1 | 3 | 1 | 0.1 | 4 | 11 | -1 | -8
COC(=O)c1ccc(N2CCOCC2)c(NC(=O)c2ccc3c(c2)OCCO3)c1 | 6 | -6 | 1 | 3 | -5 | 1.0 | 5 | -1 | 2 | -3
CCOC(=O)c1sc(=NC(=O)c2cccc(OC)c2)n(C)c1C | 7 | -8 | -2 | 1 | 6 | -4.3 | 0 | 1 | -4 | 4

(more compounds)
SMILES	ARFGAP1 inh	ASAP1 inh	GC-A act	mABHD4 FP	Rev-erbA mod	PG9 Ab binder	NPR2 activator	rCAG RNA binder	HTRA1 inh	SMARCA2 activ
COc1cc(-c2cc(NC=O)c3ncc(-c4cccc(C(F)(F)F)c4)n3c2)cc(OC)c1OC	-6	-7	2	-2	2	0.0	12	7	.	-1
Cc1cc(Cl)cc(C)c1OCCCCN1CCOCC1	11	3	1	1	-3	1.3	0	-5	-10	-3
O=[N+]([O-])c1cccc(/C=C2\CCC(/C=N/Nc3ccc4ccccc4n3)=C2N2CCOCC2)c1	3	-19	3	-2	7	-2.2	1	4	2	-1
Cc1cc(NC(=O)c2cc3ncc(Br)cn3n2)no1	9	17	0	2	-2	0.9	0	0	-2	-2
Clc1ccccc1CSc1ncn(-c2ccccc2)n1	1	-3	-2	-11	0	1.8	-1	-2	-25	5
O=C(CN1C(=O)c2cccnc2Oc2ccc(Cl)cc21)NCCc1ccccc1	-13	4	0	-1	0	0.7	-1	-4	-3	-4
CC(C)C(NS(=O)(=O)c1ccc2c(c1)C(C)(C)C(=O)N2C)C(=O)NCc1ccc(F)cc1 (centres undefined)	0	18	5	-2	5	-2.5	1	-2	5	-2
O=C(Nc1ccc(Cl)cc1)N1CCOCC1	0	9	-1	0	-4	1.4	5	-1	1	1
COc1ccc(S(=O)(=O)NC(=O)C2(C)CCN2C(=O)Cc2ccccc2Cl)cc1 (centres undefined)	12	5	-1	1	-5	-1.1	0	4	.	0
N#Cc1c(Nc2ccccc2)c(C=NCCN2CCOCC2)c[nH]c1=O	17	2	-2	2	-3	-0.9	-7	2	4	1

In the list so far, 2 have a cyano group.
SMILES	ARFGAP1 inh	ASAP1 inh	GC-A act	mABHD4 FP	Rev-erbA mod	PG9 Ab binder	NPR2 activator	rCAG RNA binder	HTRA1 inh	SMARCA2 activ
CCOC(=O)C(=O)/C(C#N)=C/Nc1ccccc1	6	-13	3	2	-2	0.8	0	-1	1	1
N#Cc1c(Nc2ccccc2)c(C=NCCN2CCOCC2)c[nH]c1=O	17	2	-2	2	-3	-0.9	-7	2	4	1

Next entries follow:
SMILES	ARFGAP1 inh	ASAP1 inh	GC-A act	mABHD4 FP	Rev-erbA mod	PG9 Ab binder	NPR2 activator	rCAG RNA binder	HTRA1 inh	SMARCA2 activ
Cc1nnc(NC(=O)c2cccc(S(=O)(=O)N3CCc4ccccc43)c2)s1	-6	11	-10	-4	0	1.2	-9	7	-4	-1
COc1ccccc1NC(NC(=O)c1ccco1)C(=O)c1ccccc1 (centres undefined)	-10	-1	.	0	.	-1.8	.	-4	-3	7
Cc1ccc(S(=O)(=O)NC(=O)Nc2ccccc2F)cc1	9	-6	0	-4	-3	-1.4	-1	0	5	-2
COc1cccc(NC(=O)CCN2C(=O)c3ccc([N+](=O)[O-])cc3C2=O)c1	-1	12	-7	0	-1	-1.3	-8	4	-7	0
O=C(Cc1ncc(C(F)(F)F)cc1Cl)Nc1ccc(F)cc1	4	-6	1	1	-1	-0.7	-1	-3	2	0
Cc1ccc(-c2csc3nc(=O)c(C)nn23)cc1	7	8	-2	-4	-4	0.0	1	-1	.	-1
Cc1cc(-c2n[nH]c(=S)n2/N=C/C(Cl)=C/c2ccccc2)n[nH]1	4	12	-2	-5	3	1.4	2	32	-1	2
C[C@H]1CN([C@@H](C)CO)C(=O)Cc2cc(NC(=O)CCC(F)(F)F)ccc2O[C@H]1CN(C)S(C)(=O)=O	5	-3	3	0	4	-1.2	2	-4	3	2
Fc1ccccc1N1CCN(c2nc(-c3cccs3)nc3ccccc23)CC1	0	-1	-5	33*	3	1.2	1	2	-26	-2
CC(=O)Nc1cc(-c2ccccc2)cn2c(-c3cccc(C(C)=O)c3)cnc12	7	22	4	-14	2	0.8	13	9	.	0
CC(C)(C(=O)N1CCC1(C)C(=O)NC1Cc2ccccc2C1)c1ccccc1 (centres undefined)	-1	6	-2	1	4	-0.4	-1	-1	.	-1
COc1ccccc1CN1CC(C(=O)NCCc2ncccc2C)CCC1=O (centres undefined)	-12	-12	0	2	-1	2.6	2	-2	3	-2
Cc1ccc(N2CCN(S(=O)(=O)c3nnc(NC(=O)c4ccccc4)s3)CC2)cc1	0	0	-1	-3	1	0.5	-5	10	-1	2
NC(=O)C1C(c2ccccc2)=C1c1ccccc1	10	14	1	0	2	-0.8	4	0	11	-3
CN1N=C2c3ccccc3CCC2C1c1ccc(Cl)cc1 (centres undefined)	-1	7	10	-1	0	1.4	-2	-1	6	-1
COc1cc(NC(=O)NCc2ccco2)ccc1-c1ccc(NC(=O)NCc2ccco2)cc1OC	-1	-11	-1	5	-3	0.5	-1	10	8	-2
CC(OC(=O)Cc1n[nH]c(=O)c2ccccc12)C(=O)N(C)c1ccccc1 (centres undefined)	5	0	-3	4	2	-3.1	0	0	3	0
COc1cc(NC(=O)c2cc3ccccc3o2)ccc1NC(=O)c1ccco1	27*	-1	0	0	-12	7.6	1	1	-16	-1
COc1ccc(NC(=O)c2cc(-c3ccccn3)nc3ccccc23)c(OC)c1	-11	-12	-1	-1	-5	0.8	-3	3	-2	-2
CCOC(=O)Cn1c(=O)c(-c2ccccc2N)nc2ccccc21	3	-3	0	-1	4	0.1	1	3	5	-1
COc1ccccc1N1C(=O)CC(Sc2n[nH]c(-c3cccc(C)c3)n2)C1=O (centres undefined)	8	8	0	5	2	2.2	2	5	2	-1
C[C@H](NC(=O)c1ncn2c1C(=O)NC[C@@H]2C)c1ccccc1	6	-7	1	8	6	-2.2	3	3	0	1
CCN(CC)CCC#CC(O)(c1ccccc1)C1CCCCC1 (centres undefined)	10	-12	-13	0	7	-0.1	-5	-11	2	0
Cc1onc(-c2ccccc2Cl)c1C(=O)NCc1ccc2c(c1)cc(C)n2C	2	-2	-1	30*	4	0.6	-2	15	24	3
CCOC(=O)c1c(NC(=O)Cn2nnc(-c3ccccc3Cl)n2)sc(C)c1C	-17	6	3	-1	0	0.4	-3	2	2	0
O=[N+]([O-])c1ccc(CSc2nc3ncc(Br)cc3[nH]2)cc1	3	8	1	-1	-17	1.1	-4	2	.	-4
OCCNCc1cccc2ccccc12	-13	-3	4	0	6	-2.7	-2	1	4	1
O=C(CN1CCN(C(c2ccccc2)c2ccccc2)CC1)N1CCOCC1	11	0	-1	15	2	-0.7	-4	-11	5	-4
CC(C)(C)Nc1nc(Cl)nc(NCCN2CCOCC2)n1	3	16	4	5	-3	0.2	5	-2	3	0
O=C(COC(=O)CNC(=O)c1ccccc1)NC(=O)NC1CCCCC1	-5	-3	0	-28	4	3.3	-1	-1	-3	1
O=C(Nc1ccccc1OC(F)F)c1ccc(F)cc1	9	1	4	5	4	-2.5	5	-1	7	-2
O=c1cc(CN2CCCCC2)nc(C2CC2)[nH]1	-6	6	2	-13	-2	-3.9	-4	6	5	-4
COC(=O)[C@@]12C[C@@H](CC(=O)N3CCCC3)C(=O)N(Cc3ccc4c(c3)OCO4)C1=CCC(C)(C)C2	-2	-1	2	-13	3	-2.4	-3	-1	.	0
CN1C(c2ccccc2)=NO[C@]1(C)c1ccccc1	7	5	6	8	1	-0.8	4	-4	-4	0
Cc1ccc(NCc2nnc(SCC(=O)Nc3ncc(C)s3)n2CC2CCCO2)c(C)c1 (centres undefined)	-5	-12	-2	-2	0	-2.5	5	-10	5	0
O=C(NCc1cccs1)c1ccc2c(c1)OCCO2	-12	6	2	-2	2	-4.4	2	2	-2	4
CC(C)(C)OC(=O)Nc1ccccc1-n1nnnc1C(C(=O)c1ccc(F)cc1)N1CCN(c2ccccn2)CC1 (centres undefined)	2	-6	1	0	-1	-1.6	-2	8	.	-2
O=C(c1ccccc1)c1c(-c2ccccc2)[nH]n(-c2ccccc2)c(=O)c1=O	-14	3	5	6	-2	-2.6	2	9	2	0

Bioassay records deposited in PubChem BioAssay by several laboratories.
